Assay outcomes as filed in PubChem.
12-LOX inh: ALOX12 (human) lipoxygenase inhibition. Potency, µM (highest dose often 108 µM), inactives show at the highest dose activity change, negative = inhibition, hits mostly inhibitors. purified 12hLO, xylenol orange hydroperoxide absorbance. P18054. hit rate 1.1% among 580,000. AID 1671190; active = well fitted inhibition curve with a large enough effect; inconclusive = small, poorly fitted or top-dose-only effect, or another doubt; inactive = no such curve, though single readings can be large or run the other way; note: potency is the fitted concentration of half-maximal effect
Target sequence (P18054 whole entry, looked up): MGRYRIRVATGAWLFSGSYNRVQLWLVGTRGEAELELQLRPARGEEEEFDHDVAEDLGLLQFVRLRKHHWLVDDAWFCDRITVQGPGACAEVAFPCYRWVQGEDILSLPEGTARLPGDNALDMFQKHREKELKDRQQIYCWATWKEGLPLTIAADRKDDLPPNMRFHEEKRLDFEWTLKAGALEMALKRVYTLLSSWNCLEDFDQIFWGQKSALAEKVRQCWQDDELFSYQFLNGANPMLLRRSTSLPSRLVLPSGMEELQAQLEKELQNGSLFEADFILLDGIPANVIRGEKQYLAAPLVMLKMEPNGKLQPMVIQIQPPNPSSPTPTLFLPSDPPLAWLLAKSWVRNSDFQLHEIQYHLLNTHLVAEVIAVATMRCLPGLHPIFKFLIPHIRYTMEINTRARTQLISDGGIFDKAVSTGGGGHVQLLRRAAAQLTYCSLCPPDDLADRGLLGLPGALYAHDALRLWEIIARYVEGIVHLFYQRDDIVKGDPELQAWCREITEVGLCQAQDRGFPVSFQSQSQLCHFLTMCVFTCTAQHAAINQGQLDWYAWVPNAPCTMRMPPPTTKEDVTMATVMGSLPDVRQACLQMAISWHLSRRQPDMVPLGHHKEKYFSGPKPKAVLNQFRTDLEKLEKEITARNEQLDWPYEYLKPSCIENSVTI
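Purified human 12hLO at 150 nM in 25 mM Hepes, 0.01% Triton X-100, pH 7.0, preincubated 15 min at room temperature with compound. Reaction started with 40 uM arachidonic acid, 30 min at room temperature. Hydroperoxide measured by Fe-xylenol orange, 573/405 nm absorbance ratio.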
LDHA inh: LDHA (human) enzyme inhibition. activity change, % (values are at about 110 or 230 µM). purified LDHA, NADH/diaphorase-resazurin fluorescence; stronger effect = lower value. hit rate 0.15% among 480,000; in the data active = activity change below about -30%; inconclusive = mostly about -25% to -30%;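 note: plate controls were DMSO wells for no effect and wells without enzyme for full effect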
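Enzyme activity of human lactate dehydrogenase 5 (2 nM; 0.06 mM NADH, 0.2 mM pyruvate, 5 min, RT) is measured via a resazurin/diaphorase fluorescence readout of residual NADH.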
* marks the source's active call; other numbers are inactive results; ? = inconclusive; [ ] = another dose, or the depositor's remark. Unless noted, % is set by controls: 0 for no effect and ±100 for the full control effect. These rows are one share of the data, so the mix of outcomes need not match the whole.

Second line of a record – 12-LOX inh	LDHA inh
1) CC(Sc1ncnc2ccccc12)C(=O)Nc1ccc(Cl)cc1Cl (stereo unspecified)
    ?	-6.6
2) CCn1nc(C(=O)N2CC(C(=O)N3CCOCC3)Oc3ccccc32)c2ccccc2c1=O (stereo unspecified)
    -29.7%	9.7
3) O=S(=O)(/C=C/c1ccccc1)NCc1nc2ccccc2s1
    ?	11.2
4) O=C(Cc1cccs1)N(Cc1cccnc1)C1CC1
    9.6%	11.0
5) O=C(Nc1ccc(NS(=O)(=O)c2ccc(F)cc2)cc1)c1cncn1-c1ccccc1
    17.6%	7.7
6) Cc1[nH]c2ccccc2c1C(=O)CSc1nnnn1CC(C)C
    0.0%	-1.7
7) O=C(NCC(F)(F)F)C1C(=O)Nc2ccccc2C(=O)N1Cc1ccccc1 (stereo unspecified)
    ?	-3.0
8) COc1cccc(/C=C(\C#N)c2nc3ccccc3o2)c1
    -12.6%	-8.8
9) NC(=O)COc1ncnc2c(Cl)cc(Cl)cc12
    -13.1%	-10.0
10) CCC(c1nc2ccccc2[nH]1)n1c(-c2ccnc(Cl)c2)nc2ccccc21 (stereo unspecified)
    -6.9%	8.5
11) COc1cccc(C2CC(=O)Nc3nc(C)[nH]c(=O)c32)c1OC (stereo unspecified)
    -8.6%	-0.4
12) O=C(NCCc1nnc2n1CCCCC2)Nc1ccccc1
    -1.2%	3.9
13) CCSc1ccccc1C(=O)Nc1cccc(C)c1C
    ?	0.5
14) Cc1ccc(NC(=O)c2nnc(SCC(=O)NCCC(C)C)s2)cc1
    -48.1%	-15.1
15) CCOc1ccc(NC(=O)N2CCC3(CC2)Oc2ccccc2C(=O)N3Cc2ccccc2F)cc1
    ?	7.1
16) COC(=O)[C@@]12C[C@@H](CC(=O)NCc3cccc4ccccc34)C(=O)N(Cc3ccc4c(c3)OCO4)C1=CCC(C)(C)C2
    2.4%	6.6
17) O=C(OCC(=O)N1CCNC1=O)c1cc2c(F)cccc2s1
    ?	2.8
18) CCCN(CCC)C(=O)CCCC(=O)N(C)Cc1ccsc1
    -1.4%	3.0
19) CC(NC(=O)c1ccc(-c2ccccc2)cc1)c1ccccc1 (stereo unspecified)
    ?	6.4
20) COCCCNC(=O)c1cc(-c2cccc(C)c2)nc2ccccc12
    -13.3%	-6.3
21) COc1ccc(OC)c(NC(=O)[C@H]2C[C@@H]3CCCN3[C@]23C(=O)Nc2c(Cl)cccc23)c1
    ?	6.8
22) CCN(c1ccccc1)S(=O)(=O)c1cc(C(=O)O)cc2c1CCC2
    -19.7%	1.0
23) Cc1ccc(C2=NN(c3nc(C)cs3)C(c3ccccc3F)C2)cc1 (stereo unspecified)
    ?	7.8
24) CC(C)(C)c1ccc(N=Cc2cccs2)cc1
    ?	1.2
25) COc1ccc(N(Cc2cccs2)C(=O)Cn2cnc3ccc(Cl)cc3c2=O)cc1
    ?	7.8
26) Cc1cccc(-c2nc3c(Br)c(N)c(Br)cc3o2)c1
    ?	22.6
27) COc1ccc(-c2nnc(SCc3nnc(C)o3)n2CCc2ccccc2)cc1
    -1.1%	-2.8
28) Cc1nc(NCCc2ccc3c(c2)OCO3)c2c3c(sc2n1)CCC3
    -10.2%	1.0
29) COc1ccc2c(c1)c(C(C(=O)O)N1CCC(C(=O)O)CC1)cn2CC(=O)O (stereo unspecified)
    ?	10.9
30) COC(=O)CSc1nc2ccsc2c(=O)n1Cc1ccco1
    -1.6%	-8.6
31) CCN(CC)c1ccc(-c2nnc(SCCS(=O)(=O)c3ccc(Cl)cc3)o2)cc1
    -37.0%	0.3
32) CCc1ccc(NC(=S)N(Cc2ccccc2)Cc2cccs2)cc1
    ?	-16.5
33) O=C(NCCCNc1ccccc1)NCCc1ccccn1
    -53.4%	4.5
34) COc1ccc(C2c3ccc(O)cc3Oc3ncn4nc(-c5ccccc5Cl)nc4c32)cc1OC (stereo unspecified)
    -13.9%	3.1
35) OCCCCCCCCCCCN1CCCCC1
    -18.8%	-0.7
36) COC(=O)[C@H](NC(=O)c1cc([C@@H](NC(=O)OC(C)(C)C)C(C)C)sc1N)C(C)C
    -9.5%	5.8
37) O=S(=O)(NC1CCSc2c(F)cccc21)c1ccc(Br)cc1 (stereo unspecified)
    ?	12.4
38) O=C(OCCOC(=O)c1cccs1)c1cccs1
    2.7%	-2.3
39) COc1cc(C2CC(=O)N3CN(c4cccc(C)c4)CSC3=C2C#N)ccc1O (stereo unspecified)
    2µM*	5.7
40) Cc1ccc(C2CC(=O)NC3=C2C(=O)CC(C)(C)C3)cc1 (stereo unspecified)
    ?	7.5
41) COc1ccc(S(=O)(=O)Oc2ccc3c(c2)O/C(=C\c2ccc(OC)cc2OC)C3=O)cc1
    -22.4%	5.7
42) CC(=O)c1ccc2ccccc2c1OCc1ccccc1C#N
    1.0%	-12.0
43) Cc1onc(-c2ccccc2)c1-c1nnc(CSc2nnnn2C2CCCCC2)o1
    7.5%	3.6
44) CC(C)(C)C1CCC(C(=O)NNC(=O)c2cccc(Cl)c2)CC1 (stereo unspecified)
    51.1%[activator]	7.5
45) CC(C)[C@@H]1Cc2[nH][nH]c(=O)c2[C@H](C(C)C)O1
    1.1%	-1.0
46) O=C(COC(=O)c1cccc(NC(=O)c2ccco2)c1)c1ccccc1
    1.0%	-3.2
47) N#CC1=C(N)OC2=C(C(=O)CC(c3ccccc3)C2)C1c1cccs1 (stereo unspecified)
    11.2µM*	13.9
48) CCC1CCCN(C(=O)CCn2cnc3c2c(=O)n(C)c(=O)n3C)C1 (stereo unspecified)
    15.4%	4.9
49) CCOC(=O)CN1CCN(c2nc3c(c(=O)[nH]c(=O)n3C)n2Cc2ccccc2F)CC1
    ?	1.2
50) Cc1ccc(C(O)CNC(=O)C2CCCCC2)cc1 (stereo unspecified)
    -8.2%	-4.1
51) CC(=O)Nc1ccc(NC(=O)CCc2ncc(-c3ccccc3)o2)cc1
    -11.7%	11.3
52) Cc1cccc(N2CCN(C(=O)c3nn(Cc4ccccc4)c(=O)c4ccccc34)CC2)c1C
    ?	6.7
53) O=C(NCC1OCCc2ccccc21)c1ccc(Cl)cc1Cl (stereo unspecified)
    3.6%	-10.2
54) COc1cccc(C(=O)COC(=O)C2C3CC4C(OC(=O)C42)C3Br)c1 (stereo unspecified)
    ?	13.9
55) CCc1cc(CC)n(-c2nc3c(c(=O)[nH]c(=O)n3C)n2Cc2ccccc2C)n1
    19.6%	-12.2
56) Cc1[nH]c2cc3c(-c4ccccc4)cc(-c4ccccc4)nc3cc2c1C
    ?	-2.4
57) CSc1cccc(NC(=O)Cc2cccc(F)c2)c1
    -15.4%	4.0
58) CCCCn1cc(S(=O)(=O)c2ccc(OCC)cc2)c(=O)c2cc(F)ccc21
    -7.5%	-5.4
59) CC(=O)c1ccc(OCc2ccc(-c3ccccc3C#N)cc2)cc1
    ?	5.9
60) Cc1cccc(C)c1NC(=O)C(c1cccc2ccccc12)n1c(=O)c(-c2ccco2)nc2ccccc21 (stereo unspecified)
    ?	6.2

Continued:
Second line of a record – 12-LOX inh	LDHA inh
61) CCCc1nnc2sc(-c3c[nH]c4ccccc34)nn12
    5.8%	7.7
62) N#Cc1cc(C(=O)c2ccccc2O)cn(-c2ccc(C(=O)O)cc2)c1=O
    -0.2%	-11.0
63) COc1ccccc1NC(C)C(=O)c1[nH]c(C)c(C(C)=O)c1C (stereo unspecified)
    -18.0%	6.5
64) Cn1nc(C(=O)Nc2ccccc2Oc2ccccc2)c2ccccc2c1=O
    ?	-1.0
65) O=CNN(C=O)c1ccccc1
    -3.6%	9.7
66) Nc1ccc2oc(-c3ccc4ccccc4c3)nc2c1
    3.4%	5.8
67) COC(=O)c1cc(-c2cccnc2)nc2ccccc12
    -15.3%	-0.9
68) CC(C)(C)c1noc(CCC(=O)Nc2ccccn2)n1
    -5.9%	8.9
69) O=S1(=O)N[C@H](Cc2ccccc2)COc2cc(N3CC[C@H](O)C3)ccc21
    -1.1%	-7.3
70) O=C(CN1CCN(c2ccc(F)cc2)CC1)NC1CCS(=O)(=O)C1 (stereo unspecified)
    24.4%	12.7
71) CCCN(CCC)CCNC(=O)c1ccc(CN2CC(=O)N3CCCCC3C2=O)cc1 (stereo unspecified)
    17.2%	6.5
72) COc1ccc(OC)c(CN2CCC(C(O)(c3ccccc3)c3ccccc3)CC2)c1
    ?	-0.4
73) Cc1cc(C(=O)OCC(=O)Nc2ccc(C)c(F)c2)c2ccccc2n1
    ?	6.8
74) CNC(=O)c1ccc(NC(=O)CSc2ncc(-c3ccc(F)cc3)o2)cc1
    ?	-3.5
75) CCN(C(=O)c1ccco1)c1nc(-c2ccccc2)cs1
    -9.7%	-33.8*
76) CCN(CC)S(=O)(=O)c1ccc(C)c(NC(=S)Nc2cc(S(=O)(=O)N(CC)CC)ccc2C)c1
    ?	9.9
77) CCS(=O)(=O)Nc1cccc(C2=NN(C(C)=O)C(c3ccccc3C)C2)c1 (stereo unspecified)
    -16.3%	0.1
78) COc1ccc(/C=N/OCc2ccc(F)cc2Cl)cc1OCc1ccccc1
    -39.5%	10.4
79) N#Cc1nc(COc2ccccc2)oc1NCCCN1CCOCC1
    -9.7%	6.7
80) CC(C)Nc1nc(-c2ccc(Br)cc2)cs1
    ?	10.4
81) Cc1ccc(Oc2ccccc2NC(=O)CC(C)(C)CC(=O)O)cc1
    4.5%	7.3
82) Cc1cc(C)c(C(=O)NC2CCC(C)CC2)c(C)c1 (stereo unspecified)
    5.4%	-9.7
83) Cc1ccc2sc(/C=C/c3ccc(C#N)cc3)nc2c1
    -26.7%	-4.5
84) O=C(Nc1cc(C(F)(F)F)ccc1Cl)c1c(F)cccc1F
    -47.5%	9.3
85) CCc1c(C)sc(NC(=O)c2c(F)c(F)c(F)c(F)c2F)c1C#N
    ?	2.4
86) COCc1nnc(NC(=O)C2CC(=O)N(c3ccc(F)cc3)C2)s1 (stereo unspecified)
    -2.5%	5.2
87) CCCCc1c(C)c2ccc(OCC(C)=O)c(C)c2oc1=O
    23.4%	13.4
88) Cc1nn(-c2ccccc2)c2c1[C@@H](c1cccc(Cl)c1)[C@H](NC(=O)c1ccccc1)C(=O)N2
    -26.7%	16.2
89) Cc1c(-c2nsc(NC(=O)c3cccc(F)c3)n2)nnn1-c1ccccc1C(F)(F)F
    0.0%	5.9
90) Cc1occc1-c1nnc(SCc2cc(-c3cccs3)on2)o1
    ?	-5.1
91) COCCCNC(=O)CSc1ccc(C)cc1
    9.6%	6.0
92) CCCOc1ccc(/C=C/C(=O)c2cc(OC)c(OC)c(OC)c2)cc1
    3.5%	13.5
93) Cc1ccc(C(=O)COC(=O)c2ccc(C(=O)c3ccccc3)cc2)c(C)c1
    -6.6%	6.7
94) CCc1ccc(C(N)CC(=O)OC)cc1 (stereo unspecified)
    -5.0%	-4.2
95) CSc1ccccc1C(=O)Nc1cc(C(F)(F)F)cc(C(F)(F)F)c1
    ?	-4.9
96) O=C(c1ccccc1)c1ccc(O)cc1
    ?	0.7
97) Cc1[nH]c(SCC(=O)Nc2ccc(S(=O)(=O)N3CCCC3)cc2)nc1Cc1ccccc1
    7.7%	16.4
98) CCc1ccc(C2=CC(c3ccccc3C)n3nnnc3N2)cc1 (stereo unspecified)
    ?	-8.3
99) CCn1c(CNC(C)c2ccc(F)cc2)nc2cc(S(=O)(=O)N3CCCCC3)ccc21 (stereo unspecified)
    -3.5%	5.8
100) COc1cc(C#N)ccc1OCc1cc(Br)ccc1F
    4.2%	3.1

From entry 95 to 100, copied from above:
Second line of a record – 12-LOX inh	LDHA inh
95) CSc1ccccc1C(=O)Nc1cc(C(F)(F)F)cc(C(F)(F)F)c1
    ?	-4.9
96) O=C(c1ccccc1)c1ccc(O)cc1
    ?	0.7
97) Cc1[nH]c(SCC(=O)Nc2ccc(S(=O)(=O)N3CCCC3)cc2)nc1Cc1ccccc1
    7.7%	16.4
98) CCc1ccc(C2=CC(c3ccccc3C)n3nnnc3N2)cc1 (stereo unspecified)
    ?	-8.3
99) CCn1c(CNC(C)c2ccc(F)cc2)nc2cc(S(=O)(=O)N3CCCCC3)ccc21 (stereo unspecified)
    -3.5%	5.8
100) COc1cc(C#N)ccc1OCc1cc(Br)ccc1F
    4.2%	3.1

(listing goes on)
Second line of a record – 12-LOX inh	LDHA inh
101) CCCOc1ccc(Br)cc1C1C(C(=O)OC)=C(C)Nc2nnnn21 (stereo unspecified)
    ?	10.3
102) CCc1ccccc1NC(=O)c1cc2ccccc2oc1=O
    11.4%	-22.0
103) CCOCCCNC(=O)CC1CC2CCC1C2 (stereo unspecified)
    17.0%	-7.1
104) COc1ccc(-c2cc3c(=O)n(CC(=O)NCc4cccc(Br)c4)ncn3n2)cc1
    24.7%	0.6
105) CCCCCn1nc(C(=O)Nc2ccccc2OCC)c2ccccc2c1=O
    37.9%[activator]	-0.5
106) O=c1[nH]nc(-c2ccc(N3CCCCC3)c([N+](=O)[O-])c2)c2ccccc12
    -2.5%	-1.6
107) CS(=O)(=O)Nc1ccccc1CNC(=O)C1CCCC1
    -25.1%	-2.2
108) Cc1ccc(C(=O)NCC(C)C)cc1C
    -13.8%	2.9
109) CCCCOCCCNC(=O)Cn1nc(C)c2ccccc2c1=O
    ?	-22.6
110) COc1ccc(C(=O)Nc2oc3ccc(Cl)cc3c(=O)c2-c2cccc(OC)c2)cc1
    -26.5%	1.5
111) CCCOc1cc(/C=C(/C#N)c2nc3ccccc3[nH]2)ccc1OC
    44.9%[activator]	2.7
112) CC(=O)Nc1ccc(Sc2ccnc3cc(Cl)ccc23)cc1
    ?	1.3
113) Cc1nn(-c2nc3c(c(=O)n(CC(=O)C(C)(C)C)c(=O)n3C)n2C(C)C)c(C)c1C
    2.0%	5.4
